Bioassay records deposited in PubChem by several laboratories.
IMP-1 inhibitor: IMP-1 metallo-beta-lactamase inhibitors, primary screen, biochemical, epi-absorbance readout, Pseudomonas aeruginosa enzyme; inhibition, % at 5.6 µM; metallo-beta-lactamase IMP-1 (Pseudomonas aeruginosa); purified IMP-1, nitrocefin hydrolysis, epi-absorbance fluorescence; AID 1556, 2009; 290,000 compounds, 0.45% hits;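 active = inhibition above the mean plus 3 SD of all compounds in the same screening run, cut at about 4.5% in these data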;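 also: 0% = IMP-1 with DMSO and 100% = DMSO wells lacking enzyme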
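Assay system: purified IMP-1; Quantity: IMP-1 0.2 nM before substrate addition; Medium: HEPES buffer pH 7.1 with ZnSO4 and Brij 35; Incubation: 15 min enzyme–compound preincubation, then 25 min nitrocefin reaction, 25 °C; Signal: fluorescence quenching readout, ex 480/em 530 nm; Controls: DMSO with and without IMP-1; Repeats: singlicate testing.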
SUMO HTRF inh: inhibitors of in vitro SUMOylation cascade, primary screen, biochemical, HTRF, uHTS | HTRF SUMOylation assay, SAE1/SAE2 + UBC9 | inhibition, % at 35 µM | 290,000 compounds, 0.36% hits | SUMO-conjugating enzyme UBC9 (Homo sapiens), P63279; in the data active = inhibition above about 50%, passing the limit was not always enough; also: strong numbers were not always called active
VIM-2 inhibitor: VIM-2 metallo-beta-lactamase inhibitors, primary screen, biochemical, epi-absorbance readout, Pseudomonas aeruginosa enzyme. purified VIM-2, nitrocefin hydrolysis, epi-absorbance fluorescence. 290,000 compounds, 0.89% hits. inhibition, % at 5.6 µM;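 active = inhibition above the mean of all tested compounds plus 3 SD, cutoff set per screening run, cut at about 7.5% in these data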;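 also: red hydrolysis product quenches plate fluorescence so inhibitors raise well fluorescence; 0% = enzyme with DMSO and 100% = DMSO without enzyme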
IDE cell inh: human IDE inhibitors in live cells, primary screen, fluorescence polarization, HEK cells, FAbetaB substrate | Insulin-degrading enzyme (Homo sapiens), P14735 | FAbetaB cleavage | inhibition, % at 5.59 µM | 320,000 compounds, 0.41% hits;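 active = percent inhibition above the average of all tested compounds plus 3 SD, set per screening campaign, cut at about 16% in these data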;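 also: IDE supplied by intact live HEK cells; FP after avidin binding of uncleaved biotin substrate so inhibition keeps polarization high; 0% = DMSO wells and 100% = 60 µM reference IDE inhibitor Ii1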
Target sequence (P14735 whole entry, looked up): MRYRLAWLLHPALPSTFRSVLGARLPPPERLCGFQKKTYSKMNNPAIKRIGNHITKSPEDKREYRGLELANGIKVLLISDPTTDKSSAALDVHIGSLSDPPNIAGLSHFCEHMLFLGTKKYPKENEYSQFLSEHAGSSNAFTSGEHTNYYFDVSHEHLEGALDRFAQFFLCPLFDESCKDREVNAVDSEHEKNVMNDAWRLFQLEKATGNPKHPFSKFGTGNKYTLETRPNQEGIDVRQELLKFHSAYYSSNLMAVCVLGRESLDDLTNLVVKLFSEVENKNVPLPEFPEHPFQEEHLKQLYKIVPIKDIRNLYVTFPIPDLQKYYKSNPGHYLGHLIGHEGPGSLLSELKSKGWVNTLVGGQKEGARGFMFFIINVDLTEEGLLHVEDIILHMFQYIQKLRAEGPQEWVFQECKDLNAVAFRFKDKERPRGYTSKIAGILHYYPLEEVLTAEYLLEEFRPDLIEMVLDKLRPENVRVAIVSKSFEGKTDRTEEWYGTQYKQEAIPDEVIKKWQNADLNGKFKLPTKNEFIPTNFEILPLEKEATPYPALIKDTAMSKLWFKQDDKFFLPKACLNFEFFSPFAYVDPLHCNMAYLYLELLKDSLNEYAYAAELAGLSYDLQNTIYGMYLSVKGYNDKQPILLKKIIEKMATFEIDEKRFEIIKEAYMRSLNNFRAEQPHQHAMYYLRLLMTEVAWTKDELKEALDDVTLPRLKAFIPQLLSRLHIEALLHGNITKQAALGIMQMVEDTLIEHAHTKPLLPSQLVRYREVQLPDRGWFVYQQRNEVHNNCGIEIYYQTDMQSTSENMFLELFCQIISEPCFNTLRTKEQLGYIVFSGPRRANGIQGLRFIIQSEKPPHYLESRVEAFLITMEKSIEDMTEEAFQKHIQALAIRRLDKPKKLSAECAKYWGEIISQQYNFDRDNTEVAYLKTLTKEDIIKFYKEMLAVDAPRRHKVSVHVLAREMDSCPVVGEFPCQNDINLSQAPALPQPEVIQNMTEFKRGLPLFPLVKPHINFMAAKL
NS3 helicase inh: inhibitors of HCV NS3 helicase, primary screen, biochemical, Cy5 molecular beacon fluorescence. 290,000 compounds, 0.56% hits. inhibition, % at 10.9 µM. NS3 helicase DNA unwinding. Hepatitis C virus NS3 helicase. AID 1800, 2009;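 active = inhibition above the mean of all tested compounds plus 3 SD, set per campaign, cut at about 35% in these data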;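 also: 0% = DMSO wells and 100% = thioflavine S control wells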
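test system = hepatitis C virus NS3 helicase domain fragment enzyme | reagent = annealed dual-labelled DNA beacon duplex, ATP-started | times = 1 h at 25 °C | detection = Cy5 fluorescence, 0 and 60 min reads | read-out basis = percent inhibition from t60/t0 fluorescence ratio | control set = DMSO and thioflavine S | replication = one well per compound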
p-CIP stab down: p/CIP-EGFP fusion destabilizers, primary screen, fluorescence, F442A cells. decrease of EGFP signal, % at 10 µM. 290,000 compounds, 0.01% hits. Q05BA5. 16 h. AID 1984, 2009;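 active = EGFP signal decrease of at least 30% at 10 µM or well 3 SD below plate mean, unless failing retest; inactive = the rest, including hits failing retest or dose response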; also: some compounds called inactive have numbers as strong as hits; many of its hits are not listed in these tables
IDE cell activ: human IDE activators in live cells, primary screen, fluorescence polarization, HEK cells, FAbeta-B substrate; Insulin-degrading enzyme (Homo sapiens), P14735; FAbeta-B cleavage; 0% vehicle, 100% cell-free pure enzyme wells; activation, % at 5.96 µM; 340,000 compounds, 0.073% hits;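 active = activation above the mean of all tested compounds plus 3 SD, set per screening campaign, cut at about 17% in these data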
DNA FID counter: compounds displacing fluorescent DNA intercalator, primary screen, artefact control for HCV NS3 helicase inhibitor project, biochemical, FID fluorescence. inhibition, % at 7.9 µM. DNA fluorescent intercalator displacement. 290,000 compounds, 0.17% hits; in the data active = inhibition above about 37%;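 also: 0% = vehicle and 100% = reference compound; higher means more ethidium bromide displaced from hairpin DNA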
M18AAP inhibitor: PfM18AAP inhibitors, malaria aminopeptidase, primary screen, biochemical, QFRET, recombinant enzyme; M18 aspartyl aminopeptidase (Plasmodium falciparum 3D7); H-Glu-NHMec fluorogenic cleavage; inhibition, % at 7.35 µM; 290,000 compounds, 1.2% hits; AID 1822, 2009;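 active = inhibition above the campaign mean inhibition over all tested compounds plus 3 SD, cut at about 28% in these data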;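 also: 0% = plate median of test compound wells and 100% = 2 mM ZnCl2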
* = called active by the depositor; nt = no result given.

SMILES | IMP-1 inhibitor | SUMO HTRF inh | VIM-2 inhibitor | IDE cell inh | NS3 helicase inh | p-CIP stab down | IDE cell activ | DNA FID counter | M18AAP inhibitor
CC(=O)N1CCN(c2nc3ccc([N+](=O)[O-])cc3s2)CC1 | -1.8 | 1 | 0.3 | 13 | 16 | -2 | 1 | 0 | 11
Cc1nnc(SCCn2c(Br)nc3c2c(=O)[nH]c(=O)n3C)s1 | -3.6 | 20 | -2.5 | -2 | 11 | 1 | 5 | 8 | -1
O=C(CC1C(=O)NCCN1C/C=C/c1ccccc1)NCCc1ccncc1 (stereo unspecified) | -2.3 | 4 | -3.1 | -7 | -2 | 9 | 1 | -10 | -9
O=C(CNC(=S)NC(=O)c1ccco1)c1ccccc1 | -4.8 | -9 | -5.5 | 0 | -5 | -15 | -6 | -3 | 29*
CCC(C)(C)n1nnnc1C(c1cccnc1)N1CCN(c2cccc(C(F)(F)F)c2)CC1 (stereo unspecified) | -2.8 | -20 | -4.2 | 4 | -2 | -17 | -1 | -8 | 2
COc1ccc(OC)c(C2C(C#N)=C(N)Oc3cc(C)[nH]c(=O)c32)c1 (stereo unspecified) | -1.2 | -6 | -0.6 | 2 | -3 | -9 | 8 | -1 | 1
O=C(c1ccc(S(=O)(=O)N2CCCCCC2)cc1)N(c1ccccn1)C1CCCCC1 | 0.3 | 2 | 1.8 | 1 | 3 | 1 | 1 | -29 | -11
COc1ccc(C2(C)NC(=O)N(CC(=O)Nc3ccc4c(c3)OCO4)C2=O)cc1OC (stereo unspecified) | -1.5 | 3 | -1.8 | -1 | 0 | -20 | 2 | -3 | 0
COc1ccc2c(-c3cccnc3)cc(=O)[nH]c2c1 | -0.2 | 8 | -0.8 | 4 | 1 | -5 | 4 | 1 | 3
CCCCN(CCCC)CCNC(=O)CN1C(=O)COc2ccc(S(=O)(=O)N3CCC(C)CC3)cc21 | -3.0 | 15 | -0.3 | -6 | -25 | -6 | 3 | 20 | 1
O=C(NCc1ccc2c(c1)OCO2)C1CC(c2ccc(Cl)cc2)=NO1 (stereo unspecified) | 1.3 | -30 | -1.7 | 0 | 1 | -3 | 9 | -7 | 1
O=C(Nc1ccc(NC(=O)c2ccc(Cl)cc2Cl)cc1)c1cccs1 | -3.3 | 17 | -2.0 | -4 | 3 | 3 | 4 | -2 | 1
Cc1ccc(C(=O)N(CC(=O)NC2CCCCC2)c2ccccc2F)s1 | -3.2 | 18 | -4.9 | -7 | -4 | -18 | -3 | -25 | 8
COc1cc2c(cc1NC(=O)CCC(=O)O)oc1ccccc12 | 1.1 | -6 | 1.8 | -4 | 0 | 10 | 4 | -18 | -2
COc1cc2c(cc1NC(=O)Cc1ccc(C)cc1)oc1ccccc12 | -3.0 | -3 | -4.9 | 7 | -4 | -2 | 2 | 0 | 7
COc1ccc(OC)c(NC(=O)CSc2nc3ccccc3c(=O)n2CC2CCCO2)c1 (stereo unspecified) | -1.7 | 8 | 2.2 | -12 | -20 | -5 | 1 | -55 | -5
Cc1ccc2[nH]c3c(c2c1)CCC3=O | -1.8 | 44 | -0.2 | -1 | -5 | -3 | 0 | -6 | 2
CCOC(=O)C1CCCN(C(=S)Nc2cccc(Cl)c2)C1 (stereo unspecified) | -3.0 | 10 | -2.5 | -4 | -2 | -4 | 6 | -4 | 6
CCOc1cc(C2Nc3ccccc3NC3=C2C(=O)CC(C)(C)C3)ccc1O (stereo unspecified) | -1.7 | 17 | -1.9 | -6 | -1 | -2 | 1 | -11 | 37*
O=C(CCC(=O)N1CCOc2ccccc21)Nc1ccccc1Br | -5.5 | 5 | -1.8 | 1 | 2 | 1 | -2 | -22 | -1
CCN(c1ccccc1)S(=O)(=O)c1cc(C(=O)O)ccc1C | -3.7 | -4 | -2.5 | -3 | 16 | 0 | 3 | -11 | 4
CCOc1ccccc1NC(=O)/C(C#N)=C/c1c(C)nn(-c2ccc(F)cc2)c1Cl | -2.7 | 3 | -4.2 | 0 | 16 | -14 | 3 | -8 | 0
CCC(C)[C@H](NC(=O)NCc1ccco1)C(=O)O (stereo partly specified) | -2.2 | -16 | -2.8 | -2 | -6 | 8 | 9 | -2 | 5
O=C(COC(=O)c1cc(Br)ccc1Cl)NC1CCCC1 | -2.5 | -8 | -1.5 | 3 | -1 | 12 | 8 | -12 | 4
Cc1ncoc1C(=O)NC1CC(C)(C)Cc2c1cnn2-c1ccccc1 (stereo unspecified) | -6.1 | -1 | -1.9 | nt | 3 | -14 | 4 | -49 | -4
O=C(CSc1ccc(-c2cccs2)nn1)N1CCCCC1 | -3.8 | 3 | -1.4 | 3 | -10 | -10 | 2 | -4 | 2
CC(=O)Cc1nsc(NC(=O)c2ccc(-c3ccc(Cl)c(Cl)c3)o2)n1 | -4.7 | -3 | 0.0 | 3 | 0 | 8 | 9 | -2 | -15
S=C(NCc1cccs1)Nc1cccc(Cl)c1Cl | 0.4 | -16 | -0.4 | 3 | 6 | -21 | -2 | 4 | 10
C/C=C/c1ccc(OCCCCOc2ccc(OC)cc2)c(OC)c1 | -4.8 | -21 | -5.2 | -2 | -16 | 11 | 1 | -10 | -3
O=C(CSc1ncnc2c1sc1ccccc12)Nc1ccc(Br)cc1 | -2.4 | 7 | -2.9 | -1 | 1 | -6 | 3 | -5 | -15
Cc1c(C)c2ccc(OCc3ccc(C(=O)O)o3)c(C)c2oc1=O | -0.7 | 24 | 2.6 | 4 | 10 | -5 | 2 | -27 | -9
COc1ccc(Cc2nc3ccc(S(N)(=O)=O)cc3[nH]2)cc1OC | -1.7 | 21 | -3.3 | 6 | 0 | -8 | nt | -1 | 2
OCCCCNCc1cc(Br)ccc1OCc1ccccc1 | -2.6 | 1 | -2.5 | 3 | -11 | -16 | -2 | 7 | -7
CCCn1c(SCC(=O)N2CCN(c3ccccc3)CC2)nc2ccccc2c1=O | -1.7 | -9 | 1.5 | 15 | 0 | 3 | -6 | -2 | -6
CCN1C(=O)N/C(=C/c2cc(C)n(Cc3ccccc3)c2C)C1=O | -2.1 | 8 | 0.3 | -2 | -5 | -6 | 1 | -19 | 4
COc1ccc(C(=O)NC2=NCCS2)cc1 | -1.9 | 32 | -2.4 | 3 | 0 | 0 | 3 | -1 | -2
N#CC1=C(N)Oc2n[nH]c(-c3cccs3)c2C1c1ccsc1 (stereo unspecified) | -0.2 | 34 | -0.7 | -3 | 26 | -12 | 2 | -7 | 15
O=c1cc(Cc2ccccc2)[nH]c(=S)[nH]1 | -0.9 | -1 | -2.3 | -1 | 12 | -19 | -3 | -7 | 14
Cc1ccc(NS(=O)(=O)c2cc(C(=O)Nc3cccc(N(C)S(C)(=O)=O)c3)ccc2C)c(C)c1 | -4.9 | -11 | -1.5 | 1 | -18 | -3 | -2 | -20 | 3
CC(=O)n1nc(-c2cccnc2)nc1NCc1cccs1 | -4.3 | 16 | -6.0 | 8 | 0 | 0 | 2 | -4 | -16
Cn1c(=O)[nH]c(=O)c2c1nc(NCc1ccccc1)n2CCCc1ccccc1 | -0.3 | 17 | -2.8 | 2 | -5 | -15 | 0 | -8 | -1
CCC(=O)NC1(C(F)(F)F)C(=O)Nc2c1c(=O)[nH]c(=O)n2Cc1ccco1 (stereo unspecified) | -4.6 | -2 | -2.7 | 5 | 13 | -3 | 0 | 2 | -1
COc1ccc(NC(=O)c2sc3nc(-c4cccnc4)ccc3c2N)cc1 | -3.4 | 38 | -0.4 | 10 | -21 | -7 | -10 | -9 | 3
O=C(O)c1cc(NS(=O)(=O)c2ccc(NCc3ccccc3)c([N+](=O)[O-])c2)cc(C(=O)O)c1 | -4.9 | 11 | -1.0 | 6 | -10 | -2 | 4 | -16 | -6
O=C(CC1C(=O)NCCN1Cc1ccccc1C(F)(F)F)NC1CCCC1 (stereo unspecified) | -3.8 | 10 | -0.9 | 1 | -9 | -6 | 3 | -30 | 5
Cc1cccc(NC(=O)COC(=O)c2ccccc2SCC(=O)N2CCCC2)c1 | -2.5 | 9 | -2.1 | -4 | 1 | -12 | 6 | -32 | 2
COc1ccc(OC)c(-c2nc(CN3CCCCC3c3cccnc3)c(C)o2)c1 (stereo unspecified) | -2.2 | 14 | -0.8 | 1 | 2 | -8 | 5 | -14 | -14
Cc1cccc(NC(=S)NNC(=O)c2ccc(O)cc2O)c1C | -2.8 | -2 | -4.8 | -3 | 6 | -10 | 13 | -2 | 29*

Reprinted from the part before: two compounds, followed by the next part.
SMILES | IMP-1 inhibitor | SUMO HTRF inh | VIM-2 inhibitor | IDE cell inh | NS3 helicase inh | p-CIP stab down | IDE cell activ | DNA FID counter | M18AAP inhibitor
COc1ccc(OC)c(-c2nc(CN3CCCCC3c3cccnc3)c(C)o2)c1 (stereo unspecified) | -2.2 | 14 | -0.8 | 1 | 2 | -8 | 5 | -14 | -14
Cc1cccc(NC(=S)NNC(=O)c2ccc(O)cc2O)c1C | -2.8 | -2 | -4.8 | -3 | 6 | -10 | 13 | -2 | 29*
N#Cc1cccc(C(c2nnnn2C2CCCC2)N2CCCCCC2)c1 (stereo unspecified) | -0.6 | 7 | -3.9 | 5 | 8 | 0 | 4 | -18 | -5
CCOC(=O)C1=C(COC(=O)/C=C/c2ccccc2Cl)NC(=O)NC1C (stereo unspecified) | -2.3 | -11 | -2.1 | 2 | -16 | 4 | 2 | -38 | 0
COc1ccccc1C1CC(c2ccc(NS(C)(=O)=O)cc2)=NN1C(=O)c1ccccc1 (stereo unspecified) | 0.3 | 17 | 0.5 | 0 | -5 | -2 | 2 | -17 | -1
O=C(OC(C(=O)NCc1ccc(F)cc1)c1ccccc1)c1ccco1 (stereo unspecified) | -2.1 | -1 | -2.6 | -2 | -5 | 5 | 1 | -3 | 1
C/C(=N\NC(=O)C1COc2ccccc2O1)c1ccc(Cl)s1 (stereo unspecified) | -1.0 | -25 | -2.7 | -1 | 4 | 7 | -2 | -3 | -1
O=C(C1CCN(S(=O)(=O)N2CCCC2)CC1)N1CCCCC1 | -3.2 | 3 | -3.6 | -7 | -3 | -3 | 3 | -3 | -4
COc1ccccc1CCNC(=O)Cn1ccc2cc(S(=O)(=O)N3CCC(C)CC3)ccc21 | -0.5 | 0 | -1.4 | 4 | -19 | -12 | 5 | -57 | -13
CC(C)=C1C2CCC1C1C(=O)N(CCc3ccccc3)C(=O)C21 (stereo unspecified) | -4.0 | -45 | -5.8 | 4 | -6 | -1 | 5 | -10 | -2
